# Assay outcomes (PubChem)
# M1 agonist: M1 muscarinic receptor agonists, primary screen, CHO-M1 cells, Fluo-4 calcium, agonist mode; Muscarinic acetylcholine receptor M1; Fluo-4 calcium fluorescence; hits give high values; 3% of 64,000 active; B-score at 10 µM;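 active means fluorescence rise, raw or as B-score row- and column-corrected plate score, outside the 99.7% band of its plate's samples, either direction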
# TNAP act DEA: human TNAP enzyme activators, primary screen, biochemical, luminescent, intermediate phosphate acceptor level; purified TNAP, CDP-star luminescence, 100 mM DEA, 30 min; hits give high values; scale: 0 levamisole-inhibited, 1 vehicle-only enzyme; activation factor at 20 µM; 64,000 tested, under 10 active; Alkaline phosphatase, tissue-nonspecific isozyme (Homo sapiens), P05186;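 active means activation factor of at least 2 at 20 µM, relative to controls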
# Target sequence (P05186 whole entry, looked up): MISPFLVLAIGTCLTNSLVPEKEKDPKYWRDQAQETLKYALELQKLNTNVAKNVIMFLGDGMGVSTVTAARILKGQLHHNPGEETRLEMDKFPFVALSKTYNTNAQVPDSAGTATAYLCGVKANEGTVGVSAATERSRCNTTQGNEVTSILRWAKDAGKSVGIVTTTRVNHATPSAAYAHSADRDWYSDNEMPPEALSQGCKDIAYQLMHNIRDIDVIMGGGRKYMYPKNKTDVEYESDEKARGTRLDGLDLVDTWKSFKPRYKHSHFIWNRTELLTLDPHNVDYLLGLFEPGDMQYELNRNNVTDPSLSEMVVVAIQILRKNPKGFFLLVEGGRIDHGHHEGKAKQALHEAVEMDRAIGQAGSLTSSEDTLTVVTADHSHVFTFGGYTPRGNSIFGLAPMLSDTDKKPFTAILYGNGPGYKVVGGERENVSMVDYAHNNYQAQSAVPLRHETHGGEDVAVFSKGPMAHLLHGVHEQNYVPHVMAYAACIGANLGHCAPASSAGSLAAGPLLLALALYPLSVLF
# M1 antag: antagonists of rat M1 muscarinic receptor; Muscarinic acetylcholine receptor M1 (Rattus norvegicus), P08482; CHO-M1 cells, Fluo-4 calcium, ACh EC80 antagonist mode; hits give low values; 3.4% of 64,000 active; B-score at 10 µM;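 active means calcium fluorescence response, raw or row-and-column corrected B-score, differing from the plate sample mean either way at a set confidence level, mostly lower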
# Target sequence (P08482 whole entry, looked up): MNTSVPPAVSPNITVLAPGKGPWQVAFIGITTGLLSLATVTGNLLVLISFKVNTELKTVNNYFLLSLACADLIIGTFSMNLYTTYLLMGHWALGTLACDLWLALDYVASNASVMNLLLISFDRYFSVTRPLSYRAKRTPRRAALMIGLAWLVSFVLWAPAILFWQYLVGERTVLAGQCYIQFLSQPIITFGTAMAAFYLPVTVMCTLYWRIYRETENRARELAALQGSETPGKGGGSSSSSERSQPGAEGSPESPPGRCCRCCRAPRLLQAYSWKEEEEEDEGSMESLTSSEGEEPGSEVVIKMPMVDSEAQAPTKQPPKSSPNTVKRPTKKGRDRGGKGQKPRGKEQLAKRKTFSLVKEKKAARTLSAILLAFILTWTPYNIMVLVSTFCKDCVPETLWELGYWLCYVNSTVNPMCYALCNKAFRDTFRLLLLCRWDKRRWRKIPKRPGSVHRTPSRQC
# NADH coupling: inhibitors of PK/LDH coupling enzymes, profiling panel, artefact control, biochemical, MLSMR library; AID 774, 2007; coupled PK/LDH NADH assays, four targets; IC50, µM (titrated, usually from 10 µM), for the others: top-dose inhibition; 0.02% of 65,000 active;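 active means single-dose screening hits from any of four coupled enzyme assays that gave an IC50 when retested across doses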;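 further: the DPM-DC format reads NADH fluorescence rather than 340 nm absorbance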
# tolC growth inh: growth inhibitors of E. coli tolC mutant, primary screen, strain BW25113 ΔtolC::kan, 384-well. AID 573, 2007. 2.2% of 65,000 active. OD615. growth inhibition, % at 10 µM (by protocol);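 active means growth inhibition at or above a cutoff equal to the mean over every tested compound plus 3 SD, cut at about 60% in these data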;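 further: growth measured after 20 h incubation at 37 °C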
#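 Test system: tolC-deleted E. coli BW25113; medium: LB with kanamycin 50 µg/mL; compound: single-point testing at 10 µM; incubation: 20 h compound exposure of bacteria at 37 °C; signal: OD at 615 nm; evaluation: growth inhibition in percent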
# RORA act: activators of orphan receptor RORA, primary screen, cell-based, luminescence; Nuclear receptor ROR-alpha (Homo sapiens), P35398; CHO-K1 Gal4-RORA LBD luciferase reporter; percent increase over mock-subtracted basal signal; activation, % at 10 µM; 1.5% of 65,000 active;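 active means activation above the mean of all tested compounds plus 3 SD, cut at about 49% in these data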;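 further: 0% = DMSO-treated RORA cells and 100% = added signal equal to DMSO minus mock-transfected cells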
# Fluor 339 460: intrinsic fluorescence of library compounds, ex339/em460 – biochemical, MLSMR library, data from DPM-DC assay, artefact control, profiling panel; fluorescence fold increase at 10 µM; AID 709, 2007; compound autofluorescence, ex339/em460 nm, NADH buffer; hits give high values; 1 = no-compound wells, NADH background; 5.5% of 65,000 active;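 active means at 10 µM, mean starting fluorescence two-fold or more over control wells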;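 further: signal is the first read of a kinetic run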
# SF-1 act: activators of human SF-1, primary screen, cell-based, CHO-K1, Gal4-SF-1 LBD, luciferase luminescence; Steroidogenic factor 1 (Homo sapiens), Q13285; CHO-K1 Gal4-SF-1 LBD luciferase reporter; % increase over DMSO SF-1-specific signal; activation, % at 10 µM; 1.9% of 65,000 active; AID 522, 2006;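 active means activation above the mean activation of all tested compounds plus 3 SD, cut at about 50% in these data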
#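 System: CHO-K1 cells with Gal4–hSF-1 LBD chimera plus Gal4-driven luciferase; quantity: 4,000 CHO-K1 cells per well; compound: one dose, 10 µM compound, 1% DMSO; times: 20 h compound treatment, 37 °C; measured by: SteadyLite luciferase luminescence; read-out: percent activation versus DMSO; benchmarks: DMSO and mock-transfected background; replicates: one test per compound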
# E coli RNAP: E. coli RNAP inhibitors, biochemical; inhibition, %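 (tested at 10 µM)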; AID 559, 2006; 0.2% of 62,000 active; E. coli RNA polymerase, fluorescence transcription assay; DNA-directed RNA polymerase subunit beta (Escherichia coli (strain K12)), P0A8V2; in the data active means inhibition above about 20%;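 further: 0% = enzyme without compound and 100% = no enzyme blank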
# Numbers without * were called inactive; · = no result given. This is a random part of the collection; overall some 15% were active at least once.
SMILES,M1 agonist,TNAP act DEA,M1 antag,NADH coupling,tolC growth inh,RORA act,Fluor 339 460,SF-1 act,E coli RNAP
Cc1ccc(CNC(=O)CN2CCN(Cc3ccc(Cl)cc3)C2=O)cc1,-0.559,0.9,0.133,3.0%,2.5,-2.4,1.08,5.2,5.5
COc1ccccc1NC(=O)c1ccc(N)cc1,-1.2,0.9,-0.112,1.0%,-2.0,19.4,1.11,10.1,6.2
O=C1C2C3CCCC3=C3CCCC3C2C(=O)N1c1ccc(Cl)cc1 (stereo not drawn),4.17*,1,-0.902,1.0%,-0.5,-15.3,1.14,10.6,8.5
CN1C(=O)C2(OCC(COc3ccc(Cl)cc3)O2)c2ccccc21 (stereo not drawn),-1.4,0.9,-0.235,0.0%,70.6*,-13.9,1.11,-0.6,15.0
O=C(C1CCCCN1S(=O)(=O)c1ccc(F)cc1)N1CCN(c2ccccc2F)CC1 (stereo not drawn),-1.49,0.9,-0.534,1.0%,10.8,1.1,1.07,14.7,9.1
CC(C)CCNC(=O)CCNS(=O)(=O)c1ccc(Cl)cc1,0.497,0.8,-0.454,2.0%,7.0,-17.4,1.07,-9.2,1.7
N#Cc1c(N)nc(SCC(=O)NCc2ccc3c(c2)OCO3)c(C#N)c1-c1cccs1,1.1,0.9,1.18,5.0%,8.0,-13.7,1.41,9.1,5.7
COC(=O)c1nc(N)sc1-c1ccccc1,0.175,0.9,0.0642,5.0%,-22.5,-6.0,1.49,-16.2,6.4
C=CCN(CC=C)c1nc2ccccc2nc1C(C#N)C(=O)OC(C)C (stereo not drawn),0.212,0.9,-0.911,3.0%,-1.2,-26.0,1.9,-19.4,11.9
CS(=O)(=O)N(CC(=O)NCc1ccco1)c1ccc(Cl)c(C(F)(F)F)c1,-0.407,0.9,0.0194,1.0%,-0.3,16.9,1.1,-7.2,6.9
COC(=O)C(C)Sc1nc2c(c(=O)n(C)c(=O)n2C)n1CCC(C)C (stereo not drawn),0.622,0.9,-1.22,7.0%,3.3,2.0,1.02,-3.9,1.8
COc1cc(-n2nc(C)c3c2OC(N)=C(C#N)C3c2ccccc2)c(Cl)c(Br)c1O (stereo not drawn),-1.55,0.8,1.11,6.0%,27.8,-25.8,1.04,-9.8,10.7
COc1ccccc1-n1c(SCC(=O)NC2CCCC2)nc2cccnc21,0.0696,0.9,1.33,4.0%,4.5,-0.6,1.12,1.9,-0.9
Cc1ccc(OCC(=O)NCc2ccccn2)c(Br)c1,-0.989,1,0.000463,3.0%,9.6,38.7,1.05,30.3,-3.0
CC1Cc2ccccc2N1C(=O)C1CCN(S(=O)(=O)Cc2ccccc2)CC1 (stereo not drawn),-0.0963,1,0.972,2.0%,-14.9,-9.2,1.1,2.6,-1.3
Cc1ccc(OCCN2CCN(C(=O)CCC(=O)Nc3nnc(C(C)C)s3)CC2)cc1,12.8*,0.9,-1.92,2.0%,13.0,-6.1,1.17,-15.5,·
Cc1cccc(N(C(=O)CCC(=O)Nc2cc(C)on2)C(C(=O)NC2CCCC2)c2ccncc2)c1 (stereo not drawn),-0.0302,0.9,1.67,6.0%,0.5,30.4,1.17,-10.9,2.1
O=C(NCc1ccc2c(c1)OCO2)c1ccc2snnc2c1,0.0311,·,0.0568,4.0%,-9.4,-12.6,1.07,-2.6,·
CS(=O)(=O)N1CCN(c2ccc(NC(=O)c3ccc(Br)o3)cc2)CC1,-0.0496,1,-0.517,2.0%,-0.8,16.6,1.08,56.4*,-5.7
CN(C)CCCNCCCNC(=O)/C(=N\O)c1ccccn1,·,1,·,5.0%,-11.0,-5.2,1.03,-9.4,7.7
CC#CCCCC(=O)Nc1cccc(C(=O)O)c1,-0.231,0.9,0.683,5.0%,0.0,56.0*,1.06,9.4,8.8
CN(Cc1ccccc1)c1nc2c(c(=O)[nH]c(=O)n2C)n1Cc1ccccc1,-0.00316,0.9,-0.0183,5.0%,3.3,-5.1,1.11,-11.6,10.7
COc1ccc2cc3cc(C(=O)Nc4ccc5c(c4)OCO5)oc3nc2c1,-0.373,0.9,0.523,7.0%,-16.7,2.5,1.27,-14.5,9.8
COc1ccc(Nc2cc(C)nc3nc(C)nn23)c(OC)c1,-1.46,1,0.154,1.0%,-5.2,-7.2,1.09,6.6,2.6
Cc1nc2nc(SCC(=O)N3CCOCC3)nn2c(C)c1Cc1ccccc1,-0.313,1,-0.0488,14.0%,4.8,3.2,1.12,6.0,-0.3

# New compounds follow:
SMILES,M1 agonist,TNAP act DEA,M1 antag,NADH coupling,tolC growth inh,RORA act,Fluor 339 460,SF-1 act,E coli RNAP
O=C(/C=N/O)NCc1cccnc1,0.0274,0.9,0.0247,4.0%,-17.3,15.9,1.12,-8.3,2.6
CCCn1c(SCC(=O)N2CCN(S(=O)(=O)c3ccc(Cl)cc3)CC2)n[nH]c1=O,0.288,1,-0.609,6.0%,-5.7,2.6,1.06,-12.8,3.4
CCC(=O)N=c1sc2c(C)cc(C)cc2n1CC(=O)OC,0.417,0.9,-0.251,5.0%,-8.3,13.6,1.1,14.1,9.0
O=C(COc1cccc(-n2cnnn2)c1)NCCC1=CCCCC1,-0.532,1,-0.194,0.0%,6.2,-7.6,1.07,-3.3,3.0
Cc1ccc2nc(-c3cccc(-c4nc5ccc(C)cc5o4)n3)oc2c1,2.08,0.9,-0.0693,10.0%,-15.1,-10.4,2.06*,-19.0,4.0
COC(=O)c1ccccc1NC(=O)CN1CCN(C(=O)c2ccco2)CC1,-0.212,0.8,-0.305,5.0%,-22.0,7.0,1.06,-0.9,·
CCn1c(SCC(=O)N2CCOCC2)nc2c(c1=O)SC(C)C2 (stereo not drawn),-0.047,0.9,0.558,2.0%,-6.6,11.0,1,-12.9,-4.9
CN1CCN(C(=O)c2ccc3ccccc3c2)CC1,0.0153,0.9,0.212,0.0%,3.0,3.1,1.13,12.9,·
Cc1cccc(Cn2c(Sc3nc(C)cs3)nc3c2c(=O)[nH]c(=O)n3C)c1,-0.641,0.9,-7.12*,9.0%,-6.3,2.4,1.02,-4.6,7.2
COc1ccc2cc(C(c3nnnn3C(C)(C)C)N3CCc4ccccc4C3)c(=O)[nH]c2c1 (stereo not drawn),-0.798,0.9,-0.635,6.0%,20.8,-2.5,1.53,10.2,8.6
FC(F)(F)c1nnc2sc(-c3ccncc3)nn12,0.263,0.9,0.179,2.0%,27.1,2.2,1.16,10.5,·
O=C(Nc1nc(-c2cc(Cl)sc2Cl)cs1)c1cccs1,-0.697,0.9,0.0459,4.0%,100.0*,40.9,1.37,19.5,6.8
Cc1cccc2cc(COC(=O)c3ccccn3)c(=O)[nH]c12,-0.00407,0.9,0.717,2.0%,-17.9,-21.1,1.21,-23.7,9.2
O=P(O)(O)c1ccccc1OCCCCCOc1ccccc1P(=O)(O)O,0.409,0.4,0.00974,6.0%,-19.0,-0.5,1.02,0.8,-0.6
O=S(=O)(c1cc(Cl)ccc1Cl)N1CCN(Cc2ccc3c(c2)OCO3)CC1,0.314,0.9,0.726,1.0%,48.1,-19.7,1.08,-5.3,9.4
O=C(O)CCCC(=O)N1CCN(C(c2ccccc2)c2ccccc2)CC1,-0.000961,1,-0.135,2.0%,-5.7,9.0,1.07,-2.7,-6.7
Cn1c(=O)c2c(nc(NCc3ccco3)n2CCc2ccccc2)n(C)c1=O,0.098,1,0.122,3.0%,8.5,-23.7,1.17,-2.5,-8.1
Cc1ccc(S(=O)(=O)N2CCC(C(=O)Nc3nnc(C4CCCC4)s3)CC2)cc1,0.506,0.9,0.0699,3.0%,0.9,-9.9,1.08,11.0,0.1
COC(=O)Cc1[nH]nc2c1C(c1c[nH]c3ccccc13)C(C#N)=C(N)O2 (stereo not drawn),-0.108,0.8,-0.518,5.0%,0.2,4.4,0.96,16.6,10.0
CCOc1ccc(C(=O)Nc2cc(C)on2)cc1,-0.126,1,0.933,3.0%,-5.0,20.6,1.08,28.4,·
Cc1cc(N2C(=O)C(O)=C(C(=O)c3ccc(C)o3)C2c2cccs2)no1 (stereo not drawn),1.04,0.9,0.254,3.0%,22.3,-17.3,1.11,9.9,4.3
CC(C)C1CC(O)(C2(O)CCCCC2)ON1 (stereo not drawn),-0.00415,1,0.0193,8.0%,-13.5,-12.1,1.05,-9.9,0.9
CC(=O)Nc1nc(C)nc(C)c1C(C)=O,0.121,0.9,0.0564,3.0%,-22.8,-3.9,1.09,-11.2,1.6
O=C(c1cc2nc(-c3ccccc3)cc(C(F)(F)F)n2n1)N1CCOCC1,·,0.9,·,2.0%,3.8,12.8,1.34,11.0,10.2
Cc1cccc(CCNC(=O)C2CCC(CNc3c(N4CCCC4)c(=O)c3=O)CC2)c1 (stereo not drawn),-0.748,0.9,-0.0133,8.0%,0.9,5.5,1.08,2.1,0.9
COc1ccc2[nH]c(C)c(C(=O)CN(C)C)c2c1,0.728,1,-0.385,4.0%,6.9,2.5,1.04,4.9,4.1
O=C(CSc1n[nH]c(-c2ccccc2Br)n1)NC(=O)NCc1ccco1,0.51,0.4,0.116,3.0%,4.2,-4.2,1.09,-0.6,3.7
Cc1ccc(S(=O)(=O)Cc2ccc(C(=O)NCCCN3CCCC3=O)o2)cc1,-0.114,0.9,-0.208,5.0%,-8.2,13.5,1.11,-3.2,6.4
Cc1cc(C)n(-c2ccc(Cl)c(C(=O)OCC(=O)N3CCCCC3C)n2)n1 (stereo not drawn),1.61,0.9,0.00616,4.0%,4.5,-2.5,1.07,0.3,4.4
Cn1c(-c2ccc(N)cc2)nc2ccccc21,1.08,1,-0.364,18.0%,-6.8,35.8,3.89*,31.9,-1.6

# Complete entries from above. Values in the order: M1 agonist, TNAP act DEA, M1 antag, NADH coupling, tolC growth inh, RORA act, Fluor 339 460, SF-1 act, E coli RNAP
# Record of CC(C)C1CC(O)(C2(O)CCCCC2)ON1 (stereo not drawn) = -0.00415, 1, 0.0193, 8.0%, -13.5, -12.1, 1.05, -9.9, 0.9
# Record of O=C(/C=N/O)NCc1cccnc1 = 0.0274, 0.9, 0.0247, 4.0%, -17.3, 15.9, 1.12, -8.3, 2.6
# Record of CCCn1c(SCC(=O)N2CCN(S(=O)(=O)c3ccc(Cl)cc3)CC2)n[nH]c1=O = 0.288, 1, -0.609, 6.0%, -5.7, 2.6, 1.06, -12.8, 3.4

# Copied from the list.
# TNAP act DEA with `CC(C)C1CC(O)(C2(O)CCCCC2)ON1` (stereo not drawn) → 1
# tolC growth inh with `O=C(O)CCCC(=O)N1CCN(C(c2ccccc2)c2ccccc2)CC1` → -5.7
# tolC growth inh with `COC(=O)c1ccccc1NC(=O)CN1CCN(C(=O)c2ccco2)CC1` → -22.0
# M1 antag with `Cc1ccc(S(=O)(=O)N2CCC(C(=O)Nc3nnc(C4CCCC4)s3)CC2)cc1` → 0.0699
